Bioassay records as filed in PubChem.
LYPLA1 inh: LYPLA1 inhibitors, primary screen, counter-screen for PME1 inhibitor project, biochemical, fluorescence polarization, FP-Rh probe ABPP | 320,000 tested, 0.16% active | Acyl-protein thioesterase 1 (Homo sapiens), O75608 | recombinant LYPLA1 | inhibition, % at 5.9 µM;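 active = inhibition above the mean of all tested compounds plus 3 SD, set per campaign, cut at about 14% in these data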;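 note: inhibitors block serine hydrolase probe labeling of LYPLA1 so polarization falls; 0% = enzyme with DMSO and 100% = wells lacking LYPLA1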
PAFAH1B3 inh: PAFAH1B3 enzyme inhibitors, primary screen, biochemical, fluorescence polarization, human; recombinant PAFAH1B3, FP-rhodamine probe; 340,000 tested, 0.28% active; Platelet-activating factor acetylhydrolase IB subunit alpha1 (Homo sapiens), Q15102; inhibition, % at 3.39 µM; AID 492972, 2010;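 active = inhibition above the screen-wide average of all tested compounds plus 3 SD, cut at about 25% in these data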;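 note: 0% = enzyme with DMSO only and 100% = wells lacking PAFAH1B3 protein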
Target sequence (Q15102 whole entry, looked up): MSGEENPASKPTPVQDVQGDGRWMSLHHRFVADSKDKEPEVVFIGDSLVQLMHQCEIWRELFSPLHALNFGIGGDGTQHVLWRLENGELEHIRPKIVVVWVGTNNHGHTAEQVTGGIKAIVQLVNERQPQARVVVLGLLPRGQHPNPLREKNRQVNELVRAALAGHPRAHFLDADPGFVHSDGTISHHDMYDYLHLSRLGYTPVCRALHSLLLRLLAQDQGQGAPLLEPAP
PAD4 inh: human PAD4 inhibitors, primary screen, biochemical, fluorescence polarization, 1536-well format | Protein-arginine deiminase type-4 (Homo sapiens), Q9UM07 | recombinant PAD4, RCA probe fluorescence polarization | inhibition, % at 6.36 µM | 330,000 tested, 0.41% active | AID 485272, 2010;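 active = percent inhibition above a cutoff equal to the mean of all tested compounds plus 3 SD, cut at about 15% in these data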;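 note: 0% = PAD4 with RCA probe and DMSO and 100% = probe without PAD4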
PAFAH1B2 inh: PAFAH1B2 enzyme inhibitors, primary screen, biochemical, fluorescence polarization, human | Platelet-activating factor acetylhydrolase IB subunit alpha2 (Homo sapiens), P68402 | recombinant PAFAH1B2, FP-rhodamine activity probe | inhibition, % at 3.39 µM | 340,000 tested, 1.2% active | AID 492953, 2010;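 active = inhibition above the mean of all tested compounds plus 3 SD, cut at about 24% in these data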;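 note: 0% = enzyme with DMSO and 100% = wells lacking PAFAH1B2; many of its hits are not listed in these tables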
Target sequence (P68402 whole entry, looked up): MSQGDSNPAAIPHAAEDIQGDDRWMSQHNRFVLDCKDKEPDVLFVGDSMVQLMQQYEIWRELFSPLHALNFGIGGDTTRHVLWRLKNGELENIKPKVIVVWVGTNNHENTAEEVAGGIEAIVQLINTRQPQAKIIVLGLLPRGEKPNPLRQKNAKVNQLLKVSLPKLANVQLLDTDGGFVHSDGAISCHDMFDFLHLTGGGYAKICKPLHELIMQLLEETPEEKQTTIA
pPAFAH FP inh: pPAFAH enzyme inhibitors, primary screen, biochemical, fluorescence polarization, human; recombinant pPAFAH, FP-rhodamine probe fluorescence polarization; 330,000 tested, 1.5% active; inhibition, % at 3.39 µM; Platelet-activating factor acetylhydrolase (Homo sapiens), Q13093;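 active = inhibition above the mean inhibition across the screen plus 3 SD, cut at about 25% in these data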;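 note: inhibitors block binding of the rhodamine activity-based probe so polarization drops; 0% = enzyme with DMSO and 100% = wells lacking pPAFAH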
Target sequence (Q13093 whole entry, looked up): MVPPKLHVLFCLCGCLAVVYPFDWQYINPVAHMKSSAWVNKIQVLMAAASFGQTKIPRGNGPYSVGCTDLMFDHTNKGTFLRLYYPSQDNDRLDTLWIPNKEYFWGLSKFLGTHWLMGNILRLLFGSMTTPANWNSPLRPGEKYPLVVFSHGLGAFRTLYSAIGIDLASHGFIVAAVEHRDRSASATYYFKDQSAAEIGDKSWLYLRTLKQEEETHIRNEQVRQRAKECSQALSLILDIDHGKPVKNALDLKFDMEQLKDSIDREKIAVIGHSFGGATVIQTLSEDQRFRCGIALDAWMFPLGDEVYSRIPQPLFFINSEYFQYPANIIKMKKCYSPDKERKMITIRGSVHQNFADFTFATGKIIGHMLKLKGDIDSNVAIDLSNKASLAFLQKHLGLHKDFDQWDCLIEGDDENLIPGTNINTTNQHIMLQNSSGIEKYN
Fam108B counter: mouse Fam108B serine hydrolase inhibitors, primary screen, counter-screen for RBBP9 inhibitor project, biochemical, fluorescence polarization; recombinant Fam108B, FP-Rh probe fluorescence polarization; inhibition, % at 9.51 µM; 300,000 tested, 0.33% active;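 active = inhibition above the screen mean inhibition plus 3 SD, computed separately per campaign, cut at about 18% in these data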;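 note: inhibitors lower polarization as less probe binds the enzyme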
PME-1 primary: PME-1 inhibitors via competitive probe labeling, primary screen, biochemical, fluorescence polarization, FP-Rh probe, HTS. recombinant PME-1. inhibition, % at 5.9 µM. 320,000 tested, 0.53% active. AID 2130, 2009;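 active = inhibition above the campaign mean of all compounds plus 3 SD, cut at about 26% in these data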;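 note: competitive labeling of PME-1 active site by serine hydrolase directed probe; 0% = PME-1 with DMSO and 100% = wells lacking PME-1 enzyme; inhibitors block probe labeling so polarization falls and inhibition rises; many of its hits are not listed in these tables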
PAFAH2 FP inh: PAFAH2 enzyme inhibitors, primary screen, biochemical, fluorescence polarization, human. 340,000 tested, 0.99% active. recombinant PAFAH2, FP-rhodamine activity probe. inhibition, % at 3.39 µM. AID 492956, 2010. Platelet-activating factor acetylhydrolase 2, cytoplasmic (Homo sapiens), Q99487;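 active = inhibition above the mean over all tested compounds plus 3 SD, cut at about 30% in these data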;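 note: inhibitors block probe labeling of enzyme so polarization drops; 0% = enzyme with DMSO and 100% = wells lacking PAFAH2 protein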
GSTO1 inh: inhibitors of recombinant GSTO1, primary screen, counter-screen for RBBP9 inhibitor project, biochemical, fluorescence polarization; Glutathione S-transferase omega-1 (Homo sapiens), P78417; activity-based probe fluorescence polarization; inhibition, % at 5.96 µM; 300,000 tested, 1.1% active; AID 1974, 2009;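 active = inhibition above the campaign mean inhibition plus 3 SD, cut at about 35% in these data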;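 note: 0% = GSTO1-1 with DMSO and 100% = wells lacking GSTO1-1 enzyme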
The depositor's hits bear a star; . = not tested or not shown. The list is partial. The share of hits here may be higher or lower than overall.

Values run as follows: LYPLA1 inh	PAFAH1B3 inh	PAD4 inh	PAFAH1B2 inh	pPAFAH FP inh	Fam108B counter	PME-1 primary	PAFAH2 FP inh	GSTO1 inh
- CC1O[C@@H](OC2C(O)C(O)C(CO)O[C@H]2OC2C[C@]3(C)C(CC(O)C4[C@@H]([C@]5(C)CC[C@@H](C(C)(C)O)O5)CC[C@]43C)[C@@]3(C)CCC(O)C(C)(C)C23)C(O)C(O)C1O (some centres undefined)
    .	-4	2	2	0	.	.	-7	.
- Cn1nccc1C(=O)NC1CCCc2c1cnn2-c1ccc(C(C)(C)C)cc1 (centres undefined)
    2	0	-3	-3	16	5	1	5	25
- COc1cccc(-c2cc(C(=O)N/N=C/c3ccco3)c3ccccc3n2)c1
    -7	-1	-5	5	1	1	3	-1	-3
- C=CCOC(=O)C1=C(C)NC(C)=C(C(=O)OCC=C)C1/C=C/c1ccccc1
    -4	-6	0	5	5	-1	-4	-10	6
- CCOC(=O)[C@H]1[C@H]2COc3cc(OC)ccc3[C@@H]2N2C(=O)c3cc(OC)c(OC)cc3NC(=O)[C@@]12C
    -5	12	-5	10	3	-8	-1	-3	-2
- CCOC(=O)C1CCCN(C(=O)c2ccc3oc(CCc4ccccc4)nc3c2)C1 (centres undefined)
    -1	6	-3	11	7	2	-1	-9	-7
- Cc1c(NC(=O)CC(O)(C(F)(F)F)C(F)(F)F)c(=O)n(-c2ccccc2)n1C
    1	12	-6	4	1	0	0	-3	4
- O=C(/C=C/c1ccc(Cl)c([N+](=O)[O-])c1)NCc1cccnc1
    0	3	-7	2	2	-4	-1	0	9
- O=C(CSc1nc2ncccc2[nH]1)Nc1ccc2c(c1)OCO2
    0	.	2	.	7	-2	-1	.	4
- CC(=O)NCc1ccc(C(=O)CCl)s1
    1	4	1	1	-8	-1	-8	6	78*

Additional compounds:
Values run as follows: LYPLA1 inh	PAFAH1B3 inh	PAD4 inh	PAFAH1B2 inh	pPAFAH FP inh	Fam108B counter	PME-1 primary	PAFAH2 FP inh	GSTO1 inh
- COc1ccc(NC(=O)c2cc(C(C)C)on2)c(OC)c1
    2	2	-5	-3	5	1	4	0	13
- CN(CC(=O)Nc1ccccc1C(F)(F)F)C(=O)CSc1nnc(-c2ccncc2)n1C
    .	11	-2	5	-7	.	.	4	.
- O=C1CC(c2ccccc2)CC2=C1C(c1ccccn1)Nc1ccccc1N2 (centres undefined)
    1	-3	2	-1	10	2	-1	1	0
- Cc1nnc(N)nc1C
    4	0	0	4	1	1	2	-4	0
- Cc1ccccc1C(=O)NCCN1CCOCC1
    -1	1	0	1	5	0	-1	3	1
- COc1cccc(C2=NN(C(=O)c3ccco3)C(c3ccco3)C2)c1 (centres undefined)
    -1	6	0	-3	10	-7	5	1	-10
- Cc1cccnc1NC(=O)c1ccc(S(=O)(=O)N2CCCCCC2)cc1
    2	-2	-3	-3	-1	-4	1	1	7
- c1ccc2oc(CCc3nc4ccccc4o3)nc2c1
    -5	0	-2	1	-1	-1	0	0	2
- S=C(NCc1ccncc1)Nc1ccccc1
    -3	4	-4	3	0	0	-2	-5	7
- Cc1cc(NC(=O)CSCC(=O)N2CCN(c3ccccc3)CC2)no1
    .	7	3	10	2	.	.	3	.

(list continues)
Values run as follows: LYPLA1 inh	PAFAH1B3 inh	PAD4 inh	PAFAH1B2 inh	pPAFAH FP inh	Fam108B counter	PME-1 primary	PAFAH2 FP inh	GSTO1 inh
- COc1ccc(-c2cnnc(N/N=C/c3ccc(C)o3)n2)cc1
    -3	2	0	0	-2	1	-2	1	-16
- CC(O)Cc1cn([C@@H](CCCCN)C(=O)N2CCNCC2)nn1 (some centres undefined)
    2	4	4	7	4	3	1	-5	-2
- O=C(/C=C/Nc1cccc(C(F)(F)F)c1)c1ccc(Oc2ncccn2)cc1
    -3	1	-4	2	7	-1	-6	-6	-7
- Cc1ccc(-c2n[nH]c(=S)n2/N=C/c2c(C)[nH]n(-c3ccccc3)c2=O)cc1
    4	13	-11	2	3	2	3	4	13
- CC(=O)Nc1ccc(C(=O)Nc2cc(C(F)(F)F)ccc2-n2cnc3ccccc32)cc1
    -7	1	0	-6	1	5	-3	-9	3
- COc1ccc(CN(C(=O)CO/N=C/c2ccccc2)c2ccccc2C(=O)O)cc1
    -2	-9	5	9	1	0	2	-14	2
- COc1ccc(/C=C2\COc3ccccc3C2=O)c(OC)c1
    -4	-1	0	5	3	-2	-1	4	-2
- COc1ccccc1C(=O)NCCC(=O)Nc1ccc(C)cn1
    2	4	0	3	-1	-1	0	-2	1
- COc1ccccc1NC(=O)C1CCCN1C(=O)NCc1ccccc1 (centres undefined)
    1	7	3	-1	3	4	-4	-4	1
- CC(=O)Nc1ccc(N2C(=O)CC(N3CC(C)OC(C)C3)C2=O)cc1 (centres undefined)
    2	4	-2	0	-2	3	-13	1	-7

New compounds follow
Values run as follows: LYPLA1 inh	PAFAH1B3 inh	PAD4 inh	PAFAH1B2 inh	pPAFAH FP inh	Fam108B counter	PME-1 primary	PAFAH2 FP inh	GSTO1 inh
- O=C(NNc1nc2c(F)cccc2s1)C1=COCCO1
    0	13	3	4	4	3	-4	2	8
- O=C1CC2(CCN(C(=O)C3CC(=O)N(c4ccc(F)cc4)C3)CC2)Oc2ccccc21 (centres undefined)
    2	4	2	-3	3	0	1	0	4
- COC(=O)c1ccc(/C=N/NC(=O)C2CC(=O)N(c3ccc(F)cc3)C2)cc1 (centres undefined)
    1	6	2	3	2	-5	-2	-10	4
- Cc1c(C(=O)Nc2nc(-c3ccccn3)cs2)oc2ccccc12
    -12	-1	0	-3	17	.	-20	0	.
- O=C(/C=C/Nc1ccc(S(=O)(=O)Nc2cnc3ccccc3n2)cc1)c1cccnc1
    -3	8	4	2	1	0	-3	5	2
- CCOc1ccc(S(=O)(=O)N(CC(=O)O)c2ccc(C)cc2)cc1
    2	6	0	4	9	2	4	-2	4
- COc1ccc(Cl)cc1S(=O)(=O)n1c([N+](=O)[O-])cnc1C
    0	7	5	4	1	1	0	7	4
- CCC(=O)NC(=S)Nc1ccccc1OC
    4	1	-1	3	3	-4	7	8	1
- O=C(CN1CCN(Cc2ccc(F)cc2)C1=O)NC1CCCC1
    0	6	4	0	3	-1	1	-9	12
- CC(C)(C)C(=O)NC1(C(F)(F)F)C(=O)Nc2c1c(=O)[nH]c(=O)n2Cc1ccco1 (centres undefined)
    -2	12	1	4	-2	1	1	2	-5

Other records follow:
Values run as follows: LYPLA1 inh	PAFAH1B3 inh	PAD4 inh	PAFAH1B2 inh	pPAFAH FP inh	Fam108B counter	PME-1 primary	PAFAH2 FP inh	GSTO1 inh
- CCCCCC(=O)N/N=C(\C)c1ccc(Cl)cc1
    -2	4	-1	6	-5	-4	-5	-4	-3
- CCN(CC)CCCNCC(=O)Nc1ccc2c(c1)CCC2
    2	-1	2	-1	10	1	1	1	8
- Cc1ccc(S(=O)(=O)NCC[C@@]2(C)C3CCC2(C)C(=O)C3)cc1 (some centres undefined)
    5	7	-2	12	5	3	2	-3	8
- Cc1cc(C)c(C#N)c(SCc2ccc(C#N)cc2)n1
    1	0	-2	1	5	-1	3	6	-9
- Cc1ccc(C(=O)Nc2nnc(S(=O)(=O)N3CCN(c4ccc(F)cc4)CC3)s2)cc1
    3	5	3	-2	2	2	-3	-2	-7
- O=C(Nc1ccccc1C(=O)Nc1nnc(C(F)(F)F)s1)c1ccccc1
    -14	-4	-3	-5	-23	-15	-22	-8	-67
- CCCOc1ccc(N2C(=O)CC(NNC(=O)c3ccc(COc4ccccc4)o3)C2=O)cc1 (centres undefined)
    0	4	-4	14	22	0	-7	-2	0
- CCc1ccccc1NC(=O)C1CCCN1S(=O)(=O)c1ccc(-c2ccc(=O)[nH]n2)s1 (centres undefined)
    -3	-3	6	-5	9	-12	-12	-4	-17
- O=C(NC1CCCC1)C(c1ccccc1)N(Cc1ccc2c(c1)OCO2)C(=O)Cc1cccs1 (centres undefined)
    -1	8	-1	6	-3	-6	-1	1	3
- c1ccc(C2CC(c3ccccc3)n3ncnc3N2)cc1 (centres undefined)
    -1	7	-1	4	-4	-3	-2	4	1

Ordered by the number under pPAFAH FP inh (high to low): three of the compounds above.
SMILES | PAFAH1B3 inh | PAD4 inh | PAFAH1B2 inh | pPAFAH FP inh | PME-1 primary | PAFAH2 FP inh
CCN(CC)CCCNCC(=O)Nc1ccc2c(c1)CCC2 | -1 | 2 | -1 | 10 | 1 | 1
Cc1cc(C)c(C#N)c(SCc2ccc(C#N)cc2)n1 | 0 | -2 | 1 | 5 | 3 | 6
CCCCCC(=O)N/N=C(\C)c1ccc(Cl)cc1 | 4 | -1 | 6 | -5 | -5 | -4

Following part:
Values run as follows: LYPLA1 inh	PAFAH1B3 inh	PAD4 inh	PAFAH1B2 inh	pPAFAH FP inh	Fam108B counter	PME-1 primary	PAFAH2 FP inh	GSTO1 inh
- CC(NC(=O)c1ccccc1)C(c1cccs1)N1CCOCC1 (centres undefined)
    -3	-1	0	3	-3	5	0	0	8
- COC(=O)c1ccc(CSc2nc3ccc(S(N)(=O)=O)cc3[nH]2)cc1
    1	5	-1	3	-12	0	-14	-5	-5
- O=C(COC(=O)/C=C/c1cccc([N+](=O)[O-])c1)NCc1ccc2c(c1)OCO2
    0	2	1	4	7	-2	6	-4	-2
- COc1cccc(-n2nnc3c(=O)n(Cc4ccccc4Cl)cnc32)c1
    3	4	3	0	2	0	-1	-8	3
- O=C1C(=O)c2c(C(=O)c3ccccc3)coc2-c2ccccc21
    4	9	-13	1	19	14	14	0	32
- N#Cc1c(C(F)(F)F)cc(-c2cccs2)nc1SCC(=O)O
    1	3	0	3	2	-3	2	-2	3
